Bioassay records (PubChem)
DNMT1 inh = blocks human DNA methyltransferase DNMT1. P26358. DNMT1 molecular beacon, Hinp1I cleavage, fluorescence. inhibition (reported as % activation of signal), % at 10 µM. hit rate 0.83% among 360,000; in the data active = inhibition above about 50%
Scp-1 inhibitor = blocks human Scp-1 phosphatase activity; Recombinant Scp1, phosphopeptide, malachite green phosphate absorbance; inhibition, % at 20 µM; Q9GZU7; AID 493091; hit rate 0.88% among 340,000;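 active = inhibition above about 50% at 20 µM, limit read from the data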;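 note: plate controls were DMSO wells with enzyme for no effect and wells lacking enzyme for full effect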
Target sequence (Q9GZU7 76-261 limits assumed): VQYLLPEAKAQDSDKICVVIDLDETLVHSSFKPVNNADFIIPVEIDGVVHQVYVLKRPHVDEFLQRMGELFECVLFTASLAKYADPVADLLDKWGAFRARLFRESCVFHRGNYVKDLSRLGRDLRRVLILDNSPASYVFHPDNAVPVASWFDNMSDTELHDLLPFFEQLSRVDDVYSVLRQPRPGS
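Test system: SCP-1 phosphatase catalytic domain, residues 76-261; measured by: colorimetric phosphate reagent with accelerator and stabiliser, absorbance at 630 nm; timing: enzyme reaction 45 min at room temperature, colour 5 min, stabilisation 30 min; also added: Phosphorylated 17-residue peptide substrate; compound dosing: one concentration, 20 µM, with 1.0% DMSO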
Rpn11 inh = blocks the human proteasome subunit Rpn11. AID 588493. calls only at 20 µM. human 26S proteasome, Ub4-pepOG fluorescence polarization; 20S core pre-blocked with epoxomicin. hit rate 0.59% among 360,000;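 active = inhibition at 20 µM, scaled to each plate's controls, above about 33%, limit read from the data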
NadD block = inhibitors of Staphylococcus aureus NadD. purified NadD enzyme, colorimetric absorbance read-out. inhibition, % at 20 µM. hit rate 0.78% among 360,000. AID 602399; in the data active = inhibition above about 26%; note: some compounds past the cut are filed as inactive
Tb MetRS inh = blocks T. brucei methionyl-tRNA synthetase activity. purified T. brucei MetRS, ATP depletion, Kinase-Glo luminescence. inhibition, % at 11.9 µM. hit rate 0.4% among 360,000. AID 624268;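 active = inhibition above a per-plate cutoff of the control wells' mean inhibition plus 3 SD, cut at about 5.5% in these data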;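 note: 0% = DMSO wells median and 100% = median of wells with control inhibitor compound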
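technique = Kinase-Glo luminescence, ATP depletion format | system = purified MetRS (methionyl-tRNA synthetase) enzyme from Trypanosoma brucei | timing = 15 min preincubation, 2 h reaction, all 25 °C | evaluation = percent inhibition versus plate control medians | dosing = single dose, 11.9 µM final nominal, 0.9% final DMSO | also added = substrates ATP, L-methionine and bulk Escherichia coli tRNA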
LMPTP inh = blocks human LMPTP phosphatase. recombinant LMPTP-A, OMFP fluorogenic substrate, fluorescence intensity. inhibition, % at 20 µM. hit rate 0.22% among 360,000;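 active = compounds that cut the enzyme signal by at least half of the control window in the single-dose screen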;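 note: plate controls were DMSO wells with enzyme plus substrate for no effect and substrate without enzyme for full effect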
Target sequence (P24666 whole entry, looked up): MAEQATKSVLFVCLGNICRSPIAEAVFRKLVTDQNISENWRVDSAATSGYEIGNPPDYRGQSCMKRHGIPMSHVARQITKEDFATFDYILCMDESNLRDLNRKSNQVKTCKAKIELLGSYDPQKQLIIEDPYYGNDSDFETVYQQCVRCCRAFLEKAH
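test system = LMPTP-A | amount = 0.625 nM LMPTP-A final | reagent = fluorogenic phosphatase substrate OMFP at 400 µM final | incubation = 50 min at room temperature | benchmarks = no-enzyme low control, uninhibited high control | medium = Bis-Tris pH 6.0, DTT, detergent | signal = fluorescence intensity of OMFP turnover product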
MsrA inh = inhibitors of bovine MsrA. purified bovine MsrA, absorbance read-out. inhibition, % at 15.5 µM. hit rate 0.75% among 360,000. AID 651718; in the data active = inhibition above about 4.5%;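 note: 0% = vehicle wells with enzyme and 100% = reference inhibitor wells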
SUMO1-SIM PPI = modulators of human SUMO1-mediated protein-protein interactions. SUMO1 binding to a labelled peptide, TR-FRET, 1 h. inhibition, % at 20 µM. hit rate 0.33% among 360,000; in the data active = inhibition above about 37%
Target sequence (P63165 whole entry, looked up): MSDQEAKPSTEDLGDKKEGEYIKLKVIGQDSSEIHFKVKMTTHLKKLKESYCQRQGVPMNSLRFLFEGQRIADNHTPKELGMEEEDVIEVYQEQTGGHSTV
CSN deneddyl inh = inhibitors of human CSN-mediated cullin deneddylation; Q92905; Purified CSN, SCF-Nedd8-OG deneddylation, fluorescence polarization; inhibition, % at 12.5 µM; hit rate 0.38% among 360,000; AID 651999;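 active = pattern-corrected inhibition above about 35%, with an unprinted fluorescence ratio check between 0.5 and 1.5, limit read from the data, passing the limit was not always enough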;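 note: 0% = enzyme with substrate and 100% = substrate without enzyme; some results filed as inactive read as strong as hits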
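Test system: Human Csn5 produced in HEK293T cells | Compound: 12.5 µM single point | Times: 90 min, room temperature | Signal: Fluorescence polarization readout | Read-out basis: % inhibition of substrate cleavage by Csn5 | Controls: no-enzyme wells high, enzyme-with-substrate wells low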
STEP block = inhibitors of human striatal-enriched phosphatase STEP. P54829. recombinant STEP, OMFP fluorogenic substrate, fluorescence. inhibition, % at 20 µM. hit rate 0.25% among 360,000. AID 588621;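 active = inhibition at 20 µM, scaled per plate between control wells, above about 37%, limit read from the data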;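 note: 0% = DMSO with enzyme and substrate and 100% = substrate only without enzyme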
Target sequence (P54829 whole entry, looked up): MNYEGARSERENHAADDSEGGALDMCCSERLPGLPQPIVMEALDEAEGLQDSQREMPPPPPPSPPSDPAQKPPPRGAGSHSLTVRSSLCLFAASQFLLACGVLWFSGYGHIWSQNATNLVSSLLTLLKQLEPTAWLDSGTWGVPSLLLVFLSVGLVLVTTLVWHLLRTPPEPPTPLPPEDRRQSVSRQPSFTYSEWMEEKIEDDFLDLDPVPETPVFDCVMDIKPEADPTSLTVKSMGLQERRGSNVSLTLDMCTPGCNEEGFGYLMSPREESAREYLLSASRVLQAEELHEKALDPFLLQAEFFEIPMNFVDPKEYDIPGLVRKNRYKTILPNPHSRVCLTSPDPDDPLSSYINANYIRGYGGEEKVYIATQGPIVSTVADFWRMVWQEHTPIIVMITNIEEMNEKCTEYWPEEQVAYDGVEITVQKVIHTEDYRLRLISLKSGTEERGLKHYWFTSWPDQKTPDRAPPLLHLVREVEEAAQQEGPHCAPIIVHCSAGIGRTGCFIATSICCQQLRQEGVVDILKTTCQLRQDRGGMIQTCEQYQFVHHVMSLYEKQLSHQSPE
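Assay system: isolated STEP enzyme. Buffer or medium: pH 6.0 Bis-Tris with DTT and Tween 20. Also added: fluorogenic phosphatase substrate OMFP at 25 µM final. Dosing: 20 µM, 1% DMSO. Timing: 20 min reaction, room temperature, in the dark. Measured by: fluorescence intensity, excitation 480 nm, emission 540 nm. Evaluation: normalized % inhibition.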
Numbers without * were called inactive; i = inactive; / = not tested or not shown.

SMILES	DNMT1 inh	Scp-1 inhibitor	Rpn11 inh	NadD block	Tb MetRS inh	LMPTP inh	MsrA inh	SUMO1-SIM PPI	CSN deneddyl inh	STEP block
CC(=O)Nc1ccc(SCCC2CCCCN2C)cc1 (stereo not drawn)	-1	-3	i	-1	-0.6	2.3	0.7	1	2	-1
CCCCCCCN1C(Nc2ccccc2)=NC[C@@H]1C	-2	0	i	-7	-0.4	-1.5	0.4	-2	2	-3
COc1ccc(N2CCN(CC(=O)N3N=CCC3c3ccccc3)CC2)cc1 (stereo not drawn)	1	-3	i	-5	-0.5	-1.3	-0.6	-2	0	-2
O=C(NNc1cc(Cl)ccc1Cl)c1c(F)cccc1Cl	1	0	i	-10	-0.4	-1.0	-0.7	1	-3	0
CCc1cc2ccc(OC)cc2nc1SCC(=O)NNC(=O)c1ccco1	0	-3	i	19	-0.8	0.3	-0.1	4	2	9
COc1ccc(CNC(=O)CN2c3ccccc3S(=O)(=O)c3ccccc32)cc1	-3	-4	i	1	0.3	-0.1	1.6	-6	-1	0
COc1ccc(OCCCn2ccnc2)cc1	0	-6	i	-3	0.1	-1.7	0.2	-5	0	0
CCn1c(CNC(=O)c2ccc3c(c2)OCO3)nnc1SCC(=O)Nc1ccccc1F	0	-3	i	-3	-0.2	-0.3	1.4	4	1	-2
C/C(Cc1ccccc1)=N\NC(=O)CNC(=O)Cc1ccc(Cl)cc1	-3	-7	i	-6	1.0	-1.0	-0.1	0	3	2
O=C1NC2(CCCCC2)C(=O)N1c1cccc(Cl)c1	-1	-4	i	-6	-0.5	-0.6	-0.6	-3	-5	1
Cc1cc(C)n2nc(SCC(=O)c3cc(C)n(CC4CCCO4)c3C)nc2n1 (stereo not drawn)	-2	-1	i	4	1.3	-0.4	-0.5	3	5	-1
Cc1c(N2C(=O)/C(=C/c3ccc(N(C)C)cc3)N(C)C2=S)c(=O)n(-c2ccccc2)n1C	-14	-4	/	4	-0.3	18	2.0	-111	61*	8
CCCC(C)NC(=O)COC(=O)c1ccc(Cl)c(S(N)(=O)=O)c1 (stereo not drawn)	0	-3	i	5	0.1	-0.1	1.0	2	0	-3
COc1ccc(-c2c([C@H]3[C@H]4C=CC[C@@H](C)[C@@H]4C(=O)N3Cc3ccccc3)ccc3ccccc23)cc1	4	-2	i	14	-0.1	5.6	0.3	7	-2	8
O=C(Nc1cccc(Cl)c1)c1cc(N=Nc2ccc([N+](=O)[O-])cc2Cl)ccc1O	-22	71*	/	50*	-0.9	12	0.8	100*	-4	32
COc1cc(Cl)c(CN2CCCC(CO)(Cc3ccccc3F)C2)cc1OC (stereo not drawn)	2	0	i	-5	-1.6	-0.5	0.7	3	-3	-6
Cc1ccc(Cn2c(=O)c3c(nc4n3CCN4Cc3ccco3)n(C)c2=O)cc1	-4	-3	i	-5	-0.8	-0.2	-1.6	13	0	4
O=C(OCC(=O)N1CCCCC1)c1cc2ccccc2cc1O	1	-5	i	-4	-1.0	-1.1	0.6	-13	-3	6
CCCCCCOC(=O)C1=C(C)NC(=O)NC1c1ccc(O)cc1 (stereo not drawn)	-2	-14	i	-2	-0.3	1.1	-0.3	1	2	0
CS(=O)(=O)N1CCC(Oc2ccccc2C(=O)N2CCNC(=O)C2)CC1	5	-4	i	-6	-0.8	-0.6	0.3	0	-1	0
CNC(=O)C1CCN(S(=O)(=O)c2c(C)noc2/C=C/c2cccc(C)c2)CC1	-3	-6	i	-4	-0.3	1.5	-0.3	-20	1	-2
O=C(CSc1nc(-c2ccco2)cc(C(F)(F)F)n1)NC1CCCC1	2	2	i	-9	-0.9	0.6	0.8	-15	-6	3
O=C(O)CC(NC(=O)Cc1ccccc1)c1cc([N+](=O)[O-])ccc1Cl (stereo not drawn)	-3	-7	i	-2	-0.7	-1.0	0.4	-9	-8	-2
N#Cc1ccc(-n2nnc3ccccc3c2=O)c([N+](=O)[O-])c1	-2	-4	i	-4	-0.8	-1.7	-1.2	-36	-1	-3
O=C(NCCc1ccc(Cl)cc1Cl)c1cccnc1	3	-6	i	0	0.0	1.0	1.0	-2	2	-2

11 compounds from above, sorted by length of the SMILES, smallest number first.
SMILES	DNMT1 inh	Scp-1 inhibitor	Rpn11 inh	NadD block	Tb MetRS inh	LMPTP inh	MsrA inh	SUMO1-SIM PPI	CSN deneddyl inh	STEP block
CC(=O)Nc1ccc(SCCC2CCCCN2C)cc1 (stereo not drawn)	-1	-3	i	-1	-0.6	2.3	0.7	1	2	-1
O=C1NC2(CCCCC2)C(=O)N1c1cccc(Cl)c1	-1	-4	i	-6	-0.5	-0.6	-0.6	-3	-5	1
O=C(OCC(=O)N1CCCCC1)c1cc2ccccc2cc1O	1	-5	i	-4	-1.0	-1.1	0.6	-13	-3	6
CCCCCCOC(=O)C1=C(C)NC(=O)NC1c1ccc(O)cc1 (stereo not drawn)	-2	-14	i	-2	-0.3	1.1	-0.3	1	2	0
O=C(CSc1nc(-c2ccco2)cc(C(F)(F)F)n1)NC1CCCC1	2	2	i	-9	-0.9	0.6	0.8	-15	-6	3
COc1ccc(N2CCN(CC(=O)N3N=CCC3c3ccccc3)CC2)cc1 (stereo not drawn)	1	-3	i	-5	-0.5	-1.3	-0.6	-2	0	-2
O=C(O)CC(NC(=O)Cc1ccccc1)c1cc([N+](=O)[O-])ccc1Cl (stereo not drawn)	-3	-7	i	-2	-0.7	-1.0	0.4	-9	-8	-2
CCn1c(CNC(=O)c2ccc3c(c2)OCO3)nnc1SCC(=O)Nc1ccccc1F	0	-3	i	-3	-0.2	-0.3	1.4	4	1	-2
CNC(=O)C1CCN(S(=O)(=O)c2c(C)noc2/C=C/c2cccc(C)c2)CC1	-3	-6	i	-4	-0.3	1.5	-0.3	-20	1	-2
O=C(Nc1cccc(Cl)c1)c1cc(N=Nc2ccc([N+](=O)[O-])cc2Cl)ccc1O	-22	71*	/	50*	-0.9	12	0.8	100*	-4	32
Cc1c(N2C(=O)/C(=C/c3ccc(N(C)C)cc3)N(C)C2=S)c(=O)n(-c2ccccc2)n1C	-14	-4	/	4	-0.3	18	2.0	-111	61*	8

Next results
SMILES	DNMT1 inh	Scp-1 inhibitor	Rpn11 inh	NadD block	Tb MetRS inh	LMPTP inh	MsrA inh	SUMO1-SIM PPI	CSN deneddyl inh	STEP block
O=C(NC1CCCC1)C1CCCN(S(=O)(=O)c2cccc3cccnc23)C1 (stereo not drawn)	7	7	i	1	4.4	-2.0	-0.5	3	-2	-4
C/C(=N\Nc1nc(C(C)(C)C)cs1)c1ccc(O)cc1	-15	5	i	4	-2.1	-4.2	2.5	-1	1	2
CCCCC(=O)NC(c1ccccc1Cl)c1c(O)ccc2ccccc12 (stereo not drawn)	-3	-4	i	3	-0.3	1.1	2.7	1	-5	2
O=C(NCc1ccco1)c1cc2n(n1)C(C(F)(F)F)CC(c1ccc(F)cc1)N2 (stereo not drawn)	3	-5	i	-3	-0.5	0.9	0.5	-1	-5	-5
COc1ccc(S(=O)(=O)n2oc(=O)cc2-c2ccccc2)cc1OC	2	-2	i	2	-0.4	-0.4	-0.7	-24	4	2
NC(=O)C1(c2ccccc2)CCCN1C(=O)c1ccc(Br)cc1 (stereo not drawn)	2	-6	i	-4	2.1	-0.4	-1.9	1	5	1
Cc1ccc(/C=C2\CCC(C3CCCC3)C2=O)cc1 (stereo not drawn)	7	-8	i	2	-0.1	-0.2	-1.4	-8	0	5
COc1ccc(-c2ccc(C(=O)NCc3ccc(N4CCN(C)CC4)cc3)c3occc23)c(C)c1	-16	/	i	1	-0.2	-0.7	0.0	-103	0	4
Cc1ccccc1OCc1nc2ccccc2c(=O)n1/N=C/c1cccc([N+](=O)[O-])c1	-7	-11	i	-7	-0.4	1.1	-0.1	-9	-11	-1
COc1cccc(-c2nc(CS(=O)(=O)CC(=O)NCCc3ccc(C)cc3)c(C)o2)c1	2	9	i	-3	0.7	0.6	0.7	3	0	1
Cc1nn(-c2ccccc2)c(NC(=O)c2cccs2)c(-c2ccc(Cl)cc2)c1=O	-8	-6	i	-7	-0.3	-1.1	-0.3	0	-3	7
Cc1nc2cc(NCc3cccs3)ccc2n1C	-8	-9	i	-6	-0.2	-0.4	0.6	-2	-4	0
S=c1[nH]nc(Cc2cccc3ccccc23)n1-c1ccccc1	4	0	i	1	-3.4	0.0	0.6	1	5	-1
CCOC(=O)c1ccccc1NC(=O)C1CC(=O)N(C2CCCCC2)C1 (stereo not drawn)	-2	-5	i	-1	0.3	0.5	-0.6	1	0	3
N#CC1(c2ccccc2)CCCN1C(=O)c1ccccc1Br (stereo not drawn)	4	-7	i	-2	-1.7	-1.3	0.6	2	5	-4
CCCCCn1nc(C)c(/C=N/NC(=O)c2ccoc2C)c1C	-2	-4	i	4	0.9	0.4	0.2	4	1	-2
COc1ccccc1NC(=O)CS(=O)(=O)c1cn(CC(=O)N(C(C)C)C(C)C)c2ccccc12	4	-7	i	0	0.2	0.9	1.8	8	0	2
Cc1cc(C(=O)OCn2nnc3ccccc3c2=O)c(C)o1	2	11	i	-7	-0.6	-0.3	0.0	-5	2	1
CC(C)CC(OC(=O)c1ccc(Cl)nc1)C(=O)NC1CCCC1 (stereo not drawn)	1	-1	i	10	-0.7	-0.2	1.0	2	3	-2
O=C(CSc1ccc([N+](=O)[O-])cc1)Nc1cccc(S(=O)(=O)N2CCOCC2)c1	-1	-8	i	-7	1.1	-0.6	2.8	-34	-7	0
CCOc1cc(CNc2ccccc2)cc(Br)c1OCc1ccc(F)cc1	-3	5	i	11	-0.2	4.9	0.1	-3	1	4
Cn1c(=O)n(C)c2cc(S(=O)(=O)NCCc3ccccc3)ccc21	3	1	i	-1	-0.1	-0.6	0.2	4	0	-1
